# From PubChem BioAssay
# IDH1 R132H inh: inhibitors of IDH1 R132H reductase, primary screen, biochemical, plate reader, single point | Isocitrate dehydrogenase [NADP] cytoplasmic (Homo sapiens), O75874 | diaphorase/resazurin fluorescence, 60 min | inhibition, % at 10 µM | 70,000 tested, 0.18% active | AID 624101, 2012; in the data active = inhibition above about 34%;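 note: 0% = DMSO and 100% = no enzyme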
# Target sequence (O75874 whole entry R132H): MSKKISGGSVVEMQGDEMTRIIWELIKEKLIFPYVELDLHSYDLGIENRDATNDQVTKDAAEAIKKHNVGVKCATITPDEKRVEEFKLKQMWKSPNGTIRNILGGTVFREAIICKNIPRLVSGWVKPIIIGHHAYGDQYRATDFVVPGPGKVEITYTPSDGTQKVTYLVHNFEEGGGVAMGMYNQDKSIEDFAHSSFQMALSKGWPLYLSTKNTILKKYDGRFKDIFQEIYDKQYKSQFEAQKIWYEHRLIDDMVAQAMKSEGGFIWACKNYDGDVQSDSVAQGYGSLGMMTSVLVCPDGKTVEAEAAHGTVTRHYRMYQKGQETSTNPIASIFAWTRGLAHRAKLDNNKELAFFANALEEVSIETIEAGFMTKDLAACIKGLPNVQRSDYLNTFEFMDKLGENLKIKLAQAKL
# PRC2 inh: EZH2/PRC2 methyltransferase inhibitors, primary screen, biochemical, DELFIA time-resolved fluorescence, single point | Histone-lysine N-methyltransferase EZH2 (Homo sapiens), Q15910 | PRC2 H3K27 methylation, DELFIA TRF, 1 h | inhibition, % at 12.5 µM | 57,000 tested, 0.35% active;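 active = mean inhibition of replicates at least 50% and every single replicate also reaching 50%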;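 note: dimethyl H3K27 on biotinylated H3 21-44 peptide detected by antibody; plate controls were median neutral control wells for no effect and median positive control wells for full effect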
# The depositor's hits bear a star; nt = not tested or not shown. The list is partial; the hit share may differ from the screen's.
SMILES,IDH1 R132H inh,PRC2 inh
C[C@@H]1CN([C@@H](C)CO)C(=O)c2cc(NC(=O)c3ccncc3)ccc2O[C@@H](C)CCCCO[C@@H]1CN(C)Cc1ccc(C(=O)O)cc1,1.7,nt
CO[C@@H]1CN(C)C(=O)c2ccc(NC(=O)C3CCOCC3)cc2OC[C@H](C)N(Cc2cccnc2)C[C@H]1C,-0.1,5.1
Cc1cc(N(CC(=O)Nc2ccc(F)c(Cl)c2)S(C)(=O)=O)ccc1Br,-0.2,14.9
CO[C@H]1CN(C)C(=O)c2cc(NC(=O)C3CCCC3)ccc2OC[C@H](C)N(C(=O)CC2CC2)C[C@@H]1C,-0.1,-0.4
C[C@@H]1CN([C@H](C)CO)C(=O)Cc2cc(NC(=O)Cc3ccccc3)ccc2O[C@H]1CN(C)C(=O)Nc1ccc(C(F)(F)F)cc1,-0.4,nt
C[C@@H](NC(=O)C[C@H]1C[C@H]2c3cc(NC(=O)C4CCC4)ccc3O[C@H]2[C@H](CO)O1)c1ccccc1,0.9,-0.9
CO[C@H]1CN(C)C(=O)c2cc(NC(=O)c3ccccc3)ccc2OC[C@@H](C)N(C(=O)C2CC2)C[C@@H]1C,-0.3,3.3
C[C@@H]1CN([C@H](C)CO)C(=O)c2cc(C3=CCCC3)cnc2O[C@@H]1CN(C)C(=O)c1ccncc1,nt,0.0
CO[C@H]1CN(C)C(=O)c2ccc(NC(=O)Nc3cccc(F)c3)cc2OC[C@H](C)N(C(C)=O)C[C@H]1C,0.0,1.6
C[C@H]1CN([C@@H](C)CO)C(=O)c2cc(-c3cncnc3)cnc2O[C@@H]1CN(C)Cc1ccc(F)cc1,0.2,nt
Cc1noc(C)c1NC(=O)Nc1ccc2c(c1)C(=O)N([C@@H](C)CO)C[C@H](C)[C@@H](CN(C)C(=O)NC1CCCCC1)O2,0.6,nt
CNC[C@H]1Oc2ccc(NC(=O)Cn3cnnn3)cc2C(=O)N([C@H](C)CO)C[C@H]1C,2.5,nt
CC(C)NC(=O)N(C)C[C@@H]1Oc2ccc(NC(=O)CCCCCC(=O)Nc3ccccc3N)cc2CC(=O)N([C@@H](C)CO)C[C@@H]1C,-0.5,1.8
COc1ccc(NC(=O)N(C)C[C@@H]2Oc3ccc(NS(=O)(=O)c4cccs4)cc3C(=O)N([C@H](C)CO)C[C@@H]2C)cc1,1.5,nt
O=C(C[C@@H]1CC[C@H](NC(=O)c2ccncc2)[C@@H](CO)O1)NCC1CC1,0.3,-1.6
C[C@@H]1CN([C@@H](C)CO)C(=O)c2cc(NC(=O)Cc3ccccc3)ccc2O[C@@H]1CN(C)Cc1ccc(C(=O)Nc2ccccc2N)cc1,nt,-17.9
CCCN(C)C[C@H]1Oc2cc(C#CC3CCCC3)ccc2S(=O)(=O)N([C@@H](C)CO)C[C@H]1C,-0.1,nt
O=C(C[C@H]1C[C@H]2c3cc(NS(=O)(=O)c4ccccc4)ccc3O[C@H]2[C@@H](CO)O1)NCC1CC1,-0.1,-12.6
Cc1cc(CN2CCN(CCC#N)CC2)c(O)c(C2(C)CCCCC2)c1,-0.4,16.7
C[C@@H]1CN([C@H](C)CO)C(=O)c2cc(NS(=O)(=O)c3cn(C)cn3)ccc2O[C@@H]1CN(C)Cc1ccc(Cl)c(Cl)c1,0.0,8.9
O=C(O)c1cccc(NC(=O)C2(c3ccccc3)CCN(S(=O)(=O)c3ccccc3)CC2)c1,0.0,1.4
CO[C@H]1CN(C)C(=O)c2ccc(NS(=O)(=O)CC(F)(F)F)cc2OC[C@H](C)NC[C@H]1C,0.2,3.2
C[C@H]1CN([C@@H](C)CO)C(=O)c2cc(C#CC(C)(C)O)cnc2O[C@H]1CN(C)Cc1ccccn1,5.6,7.9
COc1ccc(NC(=O)Nc2ccc3c(c2)CC(=O)N([C@H](C)CO)C[C@H](C)[C@@H](CN(C)S(=O)(=O)c2c(C)noc2C)O3)cc1,0.3,nt
CCCN1C[C@H](C)[C@@H](OC)CN(C)C(=O)c2cc(NS(=O)(=O)c3cn(C)cn3)ccc2OC[C@H]1C,0.6,-10.6
COc1ccc(S(=O)(=O)N[C@H]2CC[C@@H](CC(=O)NCc3ccccc3F)O[C@@H]2CO)cc1,-0.1,4.3
C/C=C/c1cnc2c(c1)C(=O)N([C@H](C)CO)C[C@@H](C)[C@H](CN(C)C(=O)Nc1ccc(C(F)(F)F)cc1)O2,-3.1,-23.3
CS(=O)(=O)N(CC(=O)Nc1ccc(C(F)(F)F)cc1)c1ccc(I)cc1,1.0,21.2
C[C@H]1CN([C@@H](C)CO)C(=O)CCCn2cc(nn2)CO[C@H]1CN(C)C(=O)Nc1ccc(-c2cccs2)cc1,-2.1,nt
Cc1cc(OCC(=O)Nc2cc(-c3nc4ncccc4o3)ccc2C)ccc1Cl,0.2,5.1
Cc1noc(C)c1NC(=O)N(C)C[C@@H]1Oc2ccc(NC(=O)C3CC3)cc2CC(=O)N([C@H](C)CO)C[C@@H]1C,-2.1,nt
CC(=O)N(C)C[C@H]1Oc2ncc(C#CC3(O)CCCC3)cc2C(=O)N([C@H](C)CO)C[C@@H]1C,-1.0,-2.4
COCC#Cc1ccc2c(c1)O[C@H](CN(C)S(=O)(=O)c1cccc(OC)c1)[C@@H](C)CN([C@@H](C)CO)S2(=O)=O,0.1,nt
CC(C)NC(=O)Nc1ccc2c(c1)C(=O)N([C@H](C)CO)C[C@H](C)[C@@H](CN(C)S(C)(=O)=O)OCCCC[C@H](C)O2,2.1,nt
CC1OC(OCC2OC(OCC3(C)C(O)CCC4(C)C3CCC3(C)C4CCC4C5=CC(C)(C)CCC5(C(=O)O)CCC43C)C(O)C(O)C2O)C(O)C(O)C1O (centres undefined),4.4,-8.0
O=C(N1CCOCC1)[C@@]1(Cc2ccccc2)COC(c2ccc(OCCCO)cc2)=N1,-0.8,-10.9
CC(C)NC(=O)N(C)C[C@H]1Oc2c(cccc2N(C)C)C(=O)N([C@H](C)CO)C[C@H]1C,0.1,12.7
O=C(Nc1ccc(Cl)cc1)N[C@H]1CC[C@@H](CCn2cc(-c3ccccc3F)nn2)O[C@H]1CO,-0.7,-10.0
CO[C@@H](CN(C)C(=O)Nc1ccc(Cl)cc1)[C@H](C)CN(Cc1ccccc1Cl)[C@H](C)CO,-0.4,18.9
C[C@@H]1CCCCO[C@@H](CN(C)C(=O)C2CCCCC2)[C@@H](C)CN([C@@H](C)CO)C(=O)c2cc(NS(=O)(=O)c3ccc(F)cc3)ccc2O1,-1.7,nt
COc1ccc(NC(=O)Nc2ccc3c(c2)CC(=O)N([C@H](C)CO)C[C@H](C)[C@@H](CN(C)S(=O)(=O)c2ccccc2)O3)cc1,-0.1,nt
Cc1noc(C)c1NC(=O)N(C)C[C@H]1OCCCC[C@H](C)Oc2ccc(N(C)C)cc2C(=O)N([C@@H](C)CO)C[C@@H]1C,-0.9,-1.2
C[C@@H]1CN([C@@H](C)CO)S(=O)(=O)c2ccc(C#Cc3cccc(F)c3)cc2O[C@H]1CN(C)C(=O)CN1CCOCC1,4.4,-17.3
CN(C)CC(=O)Nc1ccc2c(c1)[C@@H]1C[C@@H](CC(=O)N3CCOCC3)O[C@@H](CO)[C@@H]1O2,-0.2,-6.7
C[C@@H]1CN([C@@H](C)CO)C(=O)c2cc(NS(C)(=O)=O)ccc2O[C@@H](C)CCCCO[C@@H]1CN(C)C(=O)Nc1ccc2c(c1)OCO2,-0.4,nt
COc1ccc(C(=O)Nc2ccc3c(c2)OC[C@H](C)NC[C@@H](C)[C@@H](OC)CN(C)C3=O)cc1,-0.4,9.5
CC1=C(C(=O)Nc2ccccc2)C(c2ccco2)n2ncnc2N1 (centres undefined),0.3,2.0
Cc1noc(C)c1NC(=O)N(C)C[C@H]1Oc2c(NC(=O)CCCCCC(=O)Nc3ccccc3N)cccc2C(=O)N([C@H](C)CO)C[C@@H]1C,nt,-11.5
C[C@@H]1CCCCO[C@H](CN(C)S(=O)(=O)c2cn(C)cn2)[C@H](C)CN([C@@H](C)CO)C(=O)c2cc(N(C)C)ccc2O1,nt,2.8
C[C@H](CO)N1C[C@H](C)[C@@H](CN(C)Cc2ccncc2)Oc2ccc(NC(=O)Nc3ccccc3)cc2CC1=O,7.2,4.6
O=C(COc1ccc(NS(=O)(=O)c2cccc3cccc(Cl)c23)cc1)N1CCOCC1,-6.7,-90.0
C[C@@H](NC(=O)C[C@@H]1CC[C@@H](NC(=O)c2cccnc2)[C@H](CO)O1)c1ccccc1,-0.3,-1.5
O=C(C[C@@H]1C[C@@H]2c3cc(NC(=O)C4CCOCC4)ccc3O[C@@H]2[C@@H](CO)O1)NCc1ccc(Oc2ccccc2)cc1,1.1,2.7
CCCNC(=O)N(C)C[C@H]1Oc2cc(-c3ccncc3)ccc2S(=O)(=O)N([C@H](C)CO)C[C@H]1C,0.1,nt
COC(=O)C[C@@H]1C[C@@H]2c3cc(NC(=O)NC4CCCCC4)ccc3O[C@@H]2[C@@H](CO)O1,1.5,4.7
C[C@@H]1CCCCO[C@@H](CN(C)CC2CCCCC2)[C@H](C)CN([C@H](C)CO)C(=O)c2cc(NC(=O)C3CCCCC3)ccc2O1,0.3,nt
Cc1ccc(S(=O)(=O)Nc2ccc3c(c2)CC(=O)N([C@H](C)CO)C[C@H](C)[C@@H](CN(C)Cc2ccc(C(=O)Nc4ccccc4N)cc2)O3)cc1,-3.2,nt
C[C@@H]1CN([C@@H](C)CO)C(=O)c2cc(NS(C)(=O)=O)ccc2O[C@@H]1CN(C)Cc1ccc(C(=O)Nc2ccccc2N)cc1,nt,10.8
CC(C)OC(=O)N(C)C[C@@H]1OCc2ccccc2-c2ccccc2C(=O)N([C@@H](C)CO)C[C@H]1C,0.5,3.8
CCC(=O)Oc1c(S(=O)(=O)c2ccccc2)c(C)nn1C(C)(C)C,0.7,9.6

# 6 records drawn at random from those above, as already listed:
SMILES,IDH1 R132H inh,PRC2 inh
C[C@@H]1CN([C@@H](C)CO)C(=O)c2cc(NS(C)(=O)=O)ccc2O[C@@H](C)CCCCO[C@@H]1CN(C)C(=O)Nc1ccc2c(c1)OCO2,-0.4,nt
Cc1noc(C)c1NC(=O)N(C)C[C@H]1OCCCC[C@H](C)Oc2ccc(N(C)C)cc2C(=O)N([C@@H](C)CO)C[C@@H]1C,-0.9,-1.2
C[C@@H](NC(=O)C[C@@H]1CC[C@@H](NC(=O)c2cccnc2)[C@H](CO)O1)c1ccccc1,-0.3,-1.5
Cc1noc(C)c1NC(=O)N(C)C[C@H]1Oc2c(NC(=O)CCCCCC(=O)Nc3ccccc3N)cccc2C(=O)N([C@H](C)CO)C[C@@H]1C,nt,-11.5
COC(=O)C[C@@H]1C[C@@H]2c3cc(NC(=O)NC4CCCCC4)ccc3O[C@@H]2[C@@H](CO)O1,1.5,4.7
COc1ccc(NC(=O)Nc2ccc3c(c2)CC(=O)N([C@H](C)CO)C[C@H](C)[C@@H](CN(C)S(=O)(=O)c2ccccc2)O3)cc1,-0.1,nt

# Next part.
SMILES,IDH1 R132H inh,PRC2 inh
C[C@@H]1CN([C@H](C)CO)C(=O)c2cc(NC(=O)Nc3ccc4c(c3)OCO4)ccc2O[C@@H]1CN(C)C(=O)Nc1ccc(F)cc1,0.4,nt
C[C@@H]1CCCCO[C@@H](CN(C)Cc2ccc(C(=O)O)cc2)[C@@H](C)CN([C@H](C)CO)C(=O)c2cc(NC(=O)Nc3ccccc3)ccc2O1,1.4,nt
Cc1noc(C)c1S(=O)(=O)Nc1ccc2c(c1)C(=O)N([C@H](C)CO)C[C@@H](C)[C@@H](CN(C)C(=O)C1CCCCC1)OCCCC[C@H](C)O2,0.1,nt
C[C@@H]1CN([C@H](C)CO)C(=O)c2cc(-c3ccncc3)cnc2O[C@H]1CN(C)C(=O)CN1CCOCC1,0.1,12.1
CO[C@@H]1CN(C)C(=O)c2ccc(NS(=O)(=O)c3ccccc3C)cc2OC[C@@H](C)N(C)C[C@@H]1C,0.2,0.7
COc1cc([C@H]2OC[C@H]3[C@@H]2CO[C@@H]3c2ccc3c(c2)OCO3)cc(OC)c1OC,3.7,nt
C[C@H](CO)N1C[C@H](C)[C@@H](CN(C)Cc2ccc(Cl)c(Cl)c2)Oc2c(NC(=O)c3nc4ccccc4s3)cccc2C1=O,-2.4,nt
C[C@H](CO)N1C[C@H](C)[C@@H](CN(C)CC2CCCCC2)Oc2ccc(NC(=O)C3CCCCC3)cc2CC1=O,3.6,nt
C[C@@H]1CN([C@@H](C)CO)S(=O)(=O)c2ccc(C#CC3CC3)cc2O[C@@H]1CN(C)CC1CCOCC1,-1.0,-16.7
CO[C@H]1CN(C)C(=O)c2ccc(NC(=O)c3nc4ccccc4s3)cc2OC[C@@H](C)N(Cc2cncnc2)C[C@H]1C,-1.0,4.4
COc1ccc(NC(=O)N(C)C[C@@H]2Oc3ccc(NS(=O)(=O)c4ccc(C)cc4)cc3CC(=O)N([C@H](C)CO)C[C@H]2C)cc1,0.1,nt
COCC#Cc1cnc2c(c1)C(=O)N([C@H](C)CO)C[C@H](C)[C@H](CN(C)C(C)=O)O2,0.4,-20.8
CC(C)NC(=O)N(C)C[C@H]1Oc2ccc(NC(=O)CCN3CCOCC3)cc2C(=O)N([C@@H](C)CO)C[C@H]1C,-2.4,3.6
COc1cccc(S(=O)(=O)Nc2ccc3c(c2)OC[C@@H](C)N(Cc2ccccc2F)C[C@H](C)[C@H](OC)CN(C)C3=O)c1,-0.2,19.2
C[C@@H]1CN([C@H](C)CO)C(=O)c2cc(NC(=O)CCC(F)(F)F)ccc2O[C@@H](C)CCCCO[C@H]1CN(C)C(=O)NC1CCCCC1,7.8,nt
CO[C@@H]1CN(C)C(=O)c2ccc(NC(=O)C3CC3)cc2OC[C@@H](C)N(Cc2ccncc2)C[C@H]1C,0.2,-3.3
CNC[C@@H]1Oc2ccc(NC(=O)NC3CCCCC3)cc2CC(=O)N([C@H](C)CO)C[C@H]1C,0.2,5.2
